tim10-1 inh – inhibits growth of tim10-1 mutant yeast; AID 463190; inhibition, % at 20 µM; S. cerevisiae tim10-1 ts strain growth, BacTiter-Glo, 24 h; actives 2.2% (n = 330,000);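 active = inhibition of at least 40%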;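 also: mutant grown at 25 °C; 0% = DMSO wells with yeast and 100% = wells holding no yeast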
APJ antag – APJ receptor antagonism; P35414; CHO-K1 APJ beta-arrestin complementation, luminescence; inhibition, % at 20 µM; actives 0.32% (n = 330,000);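 active = inhibition above about 40% at 20 µM, limit read from the data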;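 also: cells challenged with 10 nM apelin-13 agonist together with compound; plate controls were apelin-13 plus DMSO wells for no effect and DMSO wells lacking apelin-13 for full effect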
Target sequence (P35414 whole entry, looked up): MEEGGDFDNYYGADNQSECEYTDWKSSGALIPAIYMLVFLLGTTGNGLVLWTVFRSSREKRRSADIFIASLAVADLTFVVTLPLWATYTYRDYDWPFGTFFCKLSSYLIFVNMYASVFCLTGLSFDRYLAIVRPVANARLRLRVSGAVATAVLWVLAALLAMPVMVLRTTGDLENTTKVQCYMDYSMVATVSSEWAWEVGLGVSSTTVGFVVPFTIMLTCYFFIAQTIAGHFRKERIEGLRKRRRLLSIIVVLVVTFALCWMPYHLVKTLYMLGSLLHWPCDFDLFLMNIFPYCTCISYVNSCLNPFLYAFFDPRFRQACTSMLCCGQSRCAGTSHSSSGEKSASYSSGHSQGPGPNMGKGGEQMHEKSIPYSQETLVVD
NLRP3 yeast inh – blocks the NALP3 inflammasome reconstituted in yeast | Yeast reconstituted NLRP3/ASC/caspase-1, beta-gal luminescence, 24 h | inhibition, % at 10 µM | actives 0.39% (n = 330,000);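 active = inhibition of 50% or more; inactive = inhibition below 50%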;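 also: plate controls were induced DMSO wells for no effect and uninduced yeast grown without galactose for full effect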
TIM10 inh – growth inhibitors of TIM10 yeast strain | S. cerevisiae TIM10 strain growth, BacTiter-Glo luminescence, 24 h | inhibition, % at 10 µM | actives 1.4% (n = 330,000);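 active = inhibition of 40% or more at the single tested concentration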;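 also: wild-type TIM10 isogenic control strain grown at permissive 25 °C; 0% = DMSO yeast wells and 100% = minimal medium wells without yeast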
MPTP block – blocks calcium-induced mitochondrial swelling. isolated mouse mitochondria, Ca2+ swelling absorbance, 30 min. actives 1.4% (n = 360,000). inhibition, % at 10 µM;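 active = inhibition of 50% or more, scaled per plate between neutral and stimulator controls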;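 also: 0% = DMSO wells given calcium and 100% = 1 mM EGTA wells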
GRIN3A LBD mod – NR3A (human) ligand-binding domain modulation; NR3A LBD differential scanning fluorimetry, Tm shift; 0% = protein alone, 100% = glycine-bound protein; Tm shift relative to glycine control, % at 25 µM; actives 2.5% (n = 340,000); AID 1259313;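 active = melting temperature shift of at least 10% of the positive control shift, at one fixed dose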
APJ agonist – activates the human apelin receptor APJ; P35414; CHO-K1 APJ PathHunter beta-arrestin, luminescence; 0% DMSO wells, 100% apelin; activation, % at 20 µM; actives 0.11% (n = 330,000); AID 2520;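 active = activation more than six SD over the plate average, tested at 20 µM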;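 also: 0% = DMSO alone and 100% = apelin-13 at 10 nM; some results filed as inactive read as strong as hits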
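system = engineered CHO-K1 APJ arrestin reporter cells | input = 1000 cells per well | timing = overnight seeding, 90 min compound at 25 °C, 1 h detection | measured by = enzyme-fragment complementation luminescence | read-out = beta-arrestin recruitment to APJ as agonist activity, luminescent signal | control set = negative DMSO alone, positive Apelin-13 at 10 nM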
tim23-1 inh – growth inhibitors of tim23-1 mutant yeast; S. cerevisiae tim23-1 growth, BacTiter-Glo luminescence, 24 h; inhibition, % at 20 µM; actives 1.3% (n = 330,000); AID 463212;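 active = growth inhibition of the mutant yeast at or above 50%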;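 also: temperature-sensitive mutant grown at 25 °C; plate controls were DMSO-treated mutant yeast for no effect and medium wells lacking yeast for full effect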
MIN6 prolif – MIN6 beta-cell proliferation induction. MIN6 cells proliferation, ATPlite luminescence, 48 h; cells starved in 0.2% serum; 100% = growth in 10% serum. proliferation, % at 10 µM. actives 0.29% (n = 330,000). AID 2380;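 active = compounds whose signal lies at least 3.5 SD above the mean of all wells on their plate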;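 also: 0% = DMSO-treated cells in low-serum medium and 100% = 10% serum control; some compounds called inactive have numbers as strong as hits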
Active calls of the source: *; nt = no result given.

Each structure is followed by: tim10-1 inh, APJ antag, NLRP3 yeast inh, TIM10 inh, MPTP block, GRIN3A LBD mod, APJ agonist, tim23-1 inh, MIN6 prolif
[1] CC(=O)Nc1ccc(SC[C@H](Cc2ccccc2)N2CCN(CCc3ccccc3)CCC2=O)cc1
    11.0, -5.2, 3.8, 2.3, -1.2, -2.3, 6.3, -1.6, -4.8
[2] CCn1c(=O)cc(SCC(=O)N2CCN(C(=O)c3ccco3)CC2)c2ccccc21
    5.1, 7.4, -15.0, 7.2, -1.3, -1.2, -3.0, 2.9, -2.8
[3] CCN(CC)C(=O)CSc1ncnc2c(-c3ccc(OC)cc3)nsc12
    -2.1, 7.8, 11.5, -7.8, nt, nt, -1.7, 7.4, -0.2
[4] O=C(O)CCN1C(=O)c2ccc(NC(=O)CCc3ccccc3)cc2C1=O
    13.9, 12.6, 2.8, 0.0, -0.2, -2.9, -0.3, 7.9, -0.4
[5] Cc1cc(C)c(NC(=O)CSCc2c(C)noc2C)c(Cl)c1
    11.4, 12.5, 27.3, -3.7, 0.7, -0.3, -4.8, 4.2, 0.9
[6] CC(NC(=O)c1cccc(S(=O)(=O)N2CCN(Cc3ccccc3)CC2)c1)c1ccc(Br)cc1 (stereo not drawn)
    15.5, 0.2, 11.1, -1.6, 0.5, -3.1, -2.7, 12.3, -4.3
[7] CC(=O)Nc1nc(C)c(Cc2ccccc2)c(=O)[nH]1
    13.2, 3.7, 9.9, -4.0, 2.2, -0.4, 0.9, 8.5, -3.0
[8] Cc1noc(C)c1C(=O)Nc1nc(-c2cccs2)cs1
    11.5, 5.1, 39.1, 6.9, 1.0, 1.2, -3.0, 22.5, 0.0
[9] Cc1cccc(NCC(=O)N/N=C\c2cccn2C)c1
    23.4, 2.3, 12.7, -0.9, 2.6, 0.2, -5.6, 16.2, -3.2
[10] Cn1ncc2c(=O)n(CC(=O)NC34CC5CC(CC(C5)C3)C4)cnc21
    0.8, 5.3, -6.1, -4.5, 0.2, 3.2, -0.5, -2.3, -1.2
[11] Cc1ccc(OCc2nnc(NC(=O)c3ccco3)s2)c(C)c1
    25.9, 0.3, 12.3, 7.7, 0.9, 0.3, 0.3, 31.4, -0.2
[12] O=C1CC[C@@H](O)CCN1CC[C@H](Sc1ccccc1)c1ccccc1
    -9.6, -58.9, 8.1, 9.2, -0.9, 1.3, 4.9, 17.4, -2.7
[13] Oc1ccc(C(=S)N2CCCCC2)cc1
    9.6, -15.7, 7.2, 5.0, -8.0, -0.7, -3.3, 17.5, 0.3
[14] O=C(NCCNC(=O)c1ccccc1Cl)c1ccco1
    12.0, 16.5, 8.3, -4.4, -0.2, -2.8, -2.3, 7.7, 1.5
[15] COc1ccc(NC(=O)CCNC(=O)Cn2cnc3ccccc3c2=O)c(OC)c1
    7.7, 6.8, -6.6, -4.4, 0.9, -1.5, 0.7, 4.6, -2.0
[16] CN(Cc1ccc(F)cc1)S(=O)(=O)c1nnc(NC(=O)c2ccccc2Br)s1
    34.9, 20.0, 13.5, 2.4, 59.9*, 5.5, -1.8, 22.9, -3.4
[17] CNc1ccc(C(O)(C(F)(F)F)C(F)(F)F)cc1C(O)(C(F)(F)F)C(F)(F)F
    24.4, 8.1, -42.4, 17.5, 11.0, -6.6, -2.6, 21.3, -1.8
[18] O=C(O)CN1C(=O)C(=O)N(Cc2ccccc2F)C1=O
    -17.3, 4.1, -0.5, 8.5, 0.3, 0.4, -3.4, 9.2, 0.8
[19] C#CCOCCOCCOCCNc1nc(N2CCN(C(=O)[C@H](CCCCN)n3cc(CCCC)nn3)CC2)nc(N2CCN(C(=O)[C@H](CCCCN)n3cc(CCCC)nn3)CC2)n1
    13.2, -2.8, 2.9, -5.4, 2.5, 3.0, -6.0, 19.3, -2.1
[20] NC(=O)CSc1nnc(-c2cc3ccccc3o2)n1Cc1ccccc1
    21.4, -16.6, 15.1, -0.8, 0.5, -1.5, -3.9, 17.5, -1.6

Compounds shown so far that contain a Cl atom:
Each structure is followed by: tim10-1 inh, APJ antag, NLRP3 yeast inh, TIM10 inh, MPTP block, GRIN3A LBD mod, APJ agonist, tim23-1 inh, MIN6 prolif
[5] Cc1cc(C)c(NC(=O)CSCc2c(C)noc2C)c(Cl)c1
    11.4, 12.5, 27.3, -3.7, 0.7, -0.3, -4.8, 4.2, 0.9
[14] O=C(NCCNC(=O)c1ccccc1Cl)c1ccco1
    12.0, 16.5, 8.3, -4.4, -0.2, -2.8, -2.3, 7.7, 1.5

Additional compounds.
Each structure is followed by: tim10-1 inh, APJ antag, NLRP3 yeast inh, TIM10 inh, MPTP block, GRIN3A LBD mod, APJ agonist, tim23-1 inh, MIN6 prolif
[21] Cc1cc(C)nc(N2CCCC(C(=O)NCCc3ccc(F)cc3)C2)n1 (stereo not drawn)
    15.4, 0.5, 23.1, 15.9, 0.6, 2.0, -4.3, 8.3, 3.1
[22] Cc1ccc2c(C)c(C(=O)NCc3ccc(S(N)(=O)=O)cc3)oc2c1
    1.9, -7.2, 1.2, -11.2, -0.3, 0.3, 1.7, 2.4, -3.6
[23] CCOC(=O)C(C)Sc1nnc(Cc2cc(=O)[nH]c(=O)[nH]2)n1-c1cccc(OC)c1 (stereo not drawn)
    9.1, 3.1, 16.4, 9.4, -1.1, -2.5, -0.8, -8.9, -3.6
[24] O=C(COC(=O)c1ccccc1C(=O)c1ccc(Cl)cc1)NC(c1ccccc1)c1ccccc1
    14.6, -1.4, 6.2, 26.2, 3.6, -1.0, -1.6, 10.1, -4.6
[25] N=c1c2c(n(Cc3ccc([N+](=O)[O-])cc3)c3c1CCC3)CCCC2
    16.5, -16.8, 15.9, 10.8, -3.8, 0.7, -0.2, 7.5, 3.9
[26] O=C(c1cc([N+](=O)[O-])ccc1Cl)N1CCN(c2ccc([N+](=O)[O-])cc2)CC1
    8.2, -33.2, 2.7, 7.4, 0.6, -5.0, -0.5, 4.6, -1.5
[27] CCCCn1c(=O)c2ccccc2n2c(=S)[nH]nc12
    3.0, 10.1, 11.9, 6.3, -0.1, -1.2, 0.3, 17.9, 0.0
[28] COc1ccc(C(=O)N/N=C/c2ccc3cccc(OCc4ccccc4)c3n2)cc1
    28.3, -7.1, 0.0, 21.8, 1.3, -0.6, 2.0, 7.1, -5.6
[29] CC(=O)c1ccc([C@H]2C[C@@]34CN(C(=O)OC(C)(C)C)S(=O)(=O)[C@H]3C[C@H]2O4)cc1
    20.9, -6.5, 20.4, 9.7, 1.2, 2.3, -6.7, 25.7, -3.4
[30] CN1CCN(S(=O)(=O)c2ccc(Oc3ccc(Br)cc3F)nc2)CC1
    3.6, -60.8, 22.2, 9.0, 1.7, -0.9, 4.3, 3.2, 1.8
[31] CCNC(=O)N1CCN(CCCC(c2ccc(F)cc2)c2ccc(F)cc2)CC1
    1.1, 8.1, 16.4, 5.0, 24.9, 0.6, -0.3, 6.0, -4.6
[32] CC(=O)Nc1ccc(S(=O)(=O)N(C)S(=O)(=O)c2ccc(F)cc2)cc1
    24.1, -4.6, 4.8, 30.3, 2.6, 0.1, -3.9, 13.7, -2.4
[33] COc1cc(C(=O)Nc2cc(C(F)(F)F)ccc2Cl)cc(OC)c1OC
    14.2, 7.0, 24.2, 3.0, -1.6, -0.5, 0.9, -26.7, -2.1
[34] CC(=O)c1c(C)[nH]c(C(=O)Nc2nc(C)cs2)c1C
    -2.7, -4.5, -15.4, -10.5, 2.4, -2.8, -1.9, 3.8, -5.2
[35] N/C(=N\OC(=O)c1ccncc1)c1cccc([N+](=O)[O-])c1
    18.5, -54.9, 5.1, 16.7, 1.0, -1.2, 6.4, 12.7, -0.7
[36] COc1ccc(Cl)cc1NC(=O)CSc1ncnc2c1oc1ccccc12
    13.9, 1.6, 6.8, -5.6, 2.3, -0.7, -2.1, -4.2, -3.0
[37] O=C(O)Cc1sc(N/N=C\c2ccncc2)nc1-c1ccccc1
    9.7, -6.2, -1.7, 17.7, 3.5, -3.0, 1.3, 10.7, 1.4
[38] NCCCC[C@H]1CNC(=S)N1CCc1cc(C(F)(F)F)cc(C(F)(F)F)c1
    3.4, -39.7, 14.3, -8.2, 0.7, 2.6, 4.4, -2.7, -2.2
[39] CCc1ccccc1Nc1nn2c(=O)c3ccc(C(=O)NCc4ccccn4)cc3nc2s1
    18.4, 10.4, 18.8, -9.0, -0.6, 1.6, -3.8, 11.1, -2.7
[40] CN(C)CCNC(=O)Cc1ccc([N+](=O)[O-])cc1
    14.5, -5.7, 11.6, -10.5, 0.5, -1.6, -1.9, 6.0, 0.0
[41] CC(=O)c1cnc2nc(C)nn2c1C
    -1.7, -1.1, 5.5, -3.4, 1.3, 3.8, -0.9, 5.8, 0.1
[42] CCOc1ccccc1Nc1nnc(SCC(=O)Nc2cc(C)on2)s1
    14.3, 11.5, -2.3, 8.7, -1.2, -0.5, -2.3, 1.0, -3.4
[43] CCOc1ccc(S(=O)(=O)NCCCN2CCOCC2)c2ccccc12
    0.8, 15.1, 18.6, 0.3, 1.1, 1.5, -3.3, 8.4, -0.9
[44] CCNc1nc(NCC)nc(SCCOC(=O)c2ccccc2)n1
    27.9, -11.5, 24.0, 13.9, -0.4, -2.5, 9.6, 1.1, -1.4
[45] CNC(=S)N/N=C/c1cc(C)ccc1C
    -22.3, -7.8, 9.0, -21.6, -1.7, -0.8, -1.5, -22.0, -3.0
[46] CCOc1ccc(C2C(C(=O)Nc3ccccc3)=C(C)N=c3s/c(=C/c4cccc(OCC(=O)O)c4)c(=O)n32)cc1 (stereo not drawn)
    20.4, 22.9, 7.5, -1.4, 0.0, -8.1, -2.7, 18.5, -3.6
[47] Nc1cc(N)nc(SCc2cccnc2)n1
    -7.4, 13.4, 18.7, -0.7, 0.1, 1.4, 1.0, -8.4, -3.6
[48] O=C(c1ccc(COc2ccc(Cl)cc2)o1)N1N=C(C(F)F)CC1(O)C(F)F (stereo not drawn)
    25.2, -28.1, -2.1, 12.2, 27.5, 6.6, 1.7, 20.1, -5.7
[49] COc1ccc(-c2c(C)oc3c(CN4CCCCC4C)c(O)ccc3c2=O)cc1 (stereo not drawn)
    1.7, -29.0, 1.0, 11.1, 0.3, -0.7, -3.9, 13.7, 0.7
[50] COc1ccccc1N1CCN(C(=O)c2cc(-c3ccccc3)on2)CC1
    11.3, -9.0, 16.6, 6.0, -2.0, -2.0, 2.6, 31.2, 0.3
[51] Cn1nc(C(F)(F)F)c2cc(C(=O)Nc3ccc(C(F)(F)F)cc3)sc21
    -4.2, 3.8, -9.9, -17.6, 91.2*, 15.4*, 6.9, 2.1, -6.2
[52] CCOC(=O)c1cc(C#N)c(N2CCN(C(=O)c3ccccc3)CC2)nc1C(F)(F)F
    -18.2, 6.0, 16.6, -18.8, 8.8, 2.9, 0.3, -2.4, -2.7
[53] COCCCNC(=O)C(=O)NCC(c1ccco1)N1CCN(c2ccc(OC)cc2)CC1 (stereo not drawn)
    19.2, 13.5, 15.6, 3.2, 1.2, 0.4, 0.5, 9.7, 2.8
